Assay outcomes (PubChem BioAssay)
SIRT5 inh: sirtuin-5 (human) deacylase inhibition; AID 652115; inhibition, % at 15 µM; 330,000 compounds, 1.1% hits; Q9NXA8; Purified SirT5, succinyl-peptide AMC, trypsin-coupled fluorescence; in the data active = inhibition above about 15%; inconclusive = no clear call, values can overlap the other calls
Target sequence (Q9NXA8 whole entry, looked up): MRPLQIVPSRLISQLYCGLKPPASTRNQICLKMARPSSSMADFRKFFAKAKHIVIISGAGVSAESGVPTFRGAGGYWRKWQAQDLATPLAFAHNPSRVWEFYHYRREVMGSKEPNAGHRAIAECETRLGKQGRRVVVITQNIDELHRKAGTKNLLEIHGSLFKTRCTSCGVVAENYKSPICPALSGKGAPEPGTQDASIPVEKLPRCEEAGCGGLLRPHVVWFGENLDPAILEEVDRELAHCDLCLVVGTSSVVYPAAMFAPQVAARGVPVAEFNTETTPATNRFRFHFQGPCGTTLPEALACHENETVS
ERAP1 HTS inh: ERAP1 (human) enzyme inhibition. Q9NZ08. recombinant ERAP1, Leu-AMC fluorescence, 60 min. inhibition, % at 10.7 µM. 340,000 compounds, 0.15% hits;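 active = mean replicate inhibition of at least 30%, or all replicates individually reaching that 30% level; inactive = mean below 30% and not every replicate reaching it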;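 also: 0% = neutral control wells and 100% = L-leucinethiol positive control wells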
CFTR F508del cor: correctors of CFTR F508del function in bronchial epithelial cells | CFBE cells, YFP halide quenching; stimulated with forskolin plus potentiator P3; % fluorescence drop versus neutral controls | activity (quench increase), % at 7.58 µM | 350,000 compounds, 0.36% hits | AID 720511;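 active = mean added fluorescence quench of at least 8% versus neutral control, with both replicates also reaching 8%; inconclusive = only one of the mean or replicate conditions met; inactive = mean below 8% and not both replicates reaching 8%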;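 also: cells transiently co-express mutant CFTR-F508del with the halide-sensitive YFP; corrector assay measuring rescue of mutant channel to the surface after 24 h compound exposure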
DENV2 CPE: protects cells from dengue virus 2 cytopathic effect. DENV2-infected cells, cytopathic effect rescue, plate reader. CPE inhibition, % at 9.99 µM. 350,000 compounds, 1.7% hits. AID 651640; in the data active = CPE inhibition above about 20%, passing the limit was not always enough; inconclusive = no clear call, values can overlap the other calls; tested in BHK-21 cells;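 also: 0% = median of neutral control wells and 100% = median of positive control wells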
CASP6 VEID inh: blocks human caspase-6 cleavage activity; AID 686996; purified caspase-6, Z-VEID-R110 cleavage fluorescence; 350,000 compounds, 0.53% hits; inhibition, % at 12.5 µM; P55212;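 active = mean inhibition across replicates at least about 35%, with every replicate also reaching that limit, limit read from the data; inconclusive = only one of the two criteria met; inactive = neither criterion met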;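 also: 0% = median of neutral control wells and 100% = no fluorescence left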
Target sequence (P55212 24-179 limits assumed): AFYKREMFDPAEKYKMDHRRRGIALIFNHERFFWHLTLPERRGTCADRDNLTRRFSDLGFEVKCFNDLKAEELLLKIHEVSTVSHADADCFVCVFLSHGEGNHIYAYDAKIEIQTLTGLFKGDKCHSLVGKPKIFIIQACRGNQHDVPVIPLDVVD
Target sequence (P55212 194-293 limits assumed): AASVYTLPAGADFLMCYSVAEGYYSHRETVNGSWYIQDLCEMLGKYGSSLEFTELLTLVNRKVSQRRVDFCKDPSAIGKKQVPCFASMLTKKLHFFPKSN
miR-122 sensor: blocks miR-122 activity in Huh7 sensor cells. activation (reporter increase), % at 12.5 µM. 340,000 compounds, 0.3% hits. Huh7 miR-122 Renilla luciferase sensor, 48 h; neutral wells = 0, positive control = 100;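 active = mean replicate activation score at least 90 and every replicate individually at or above 90; inconclusive = only one of the two criteria met; inactive = neither criterion met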;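 also: higher luciferase means less miR-122 activity so hits act as miR-122 inhibitors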
ERp5 inh: inhibitors of human ERp5; Q15084; ERp5 insulin aggregation, absorbance 650 nm, 90 min; inhibition, % at 9.99 µM; 350,000 compounds, 0.05% hits;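 active = mean replicate inhibition above about 25%, with every replicate also reaching it, limit read from the data, passing the limit was not always enough; inconclusive = only one of those two criteria met; inactive = neither criterion met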
Target sequence (Q15084 whole entry, looked up): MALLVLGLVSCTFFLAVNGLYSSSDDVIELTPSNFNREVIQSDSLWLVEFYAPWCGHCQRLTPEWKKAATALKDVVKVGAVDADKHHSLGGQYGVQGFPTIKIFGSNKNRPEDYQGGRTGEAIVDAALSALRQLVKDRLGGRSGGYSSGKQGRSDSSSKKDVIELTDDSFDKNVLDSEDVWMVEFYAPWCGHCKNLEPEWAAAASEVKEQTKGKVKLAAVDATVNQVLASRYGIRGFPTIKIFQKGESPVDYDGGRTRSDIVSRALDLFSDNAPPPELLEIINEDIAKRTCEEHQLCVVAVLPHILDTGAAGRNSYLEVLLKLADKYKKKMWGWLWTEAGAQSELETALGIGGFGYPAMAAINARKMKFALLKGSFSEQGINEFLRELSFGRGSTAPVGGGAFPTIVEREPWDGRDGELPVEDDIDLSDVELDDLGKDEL
* hit, by the source's call; ? = inconclusive; / = no result given; & = joins results of further samples; [ ] = dose if it differs, or a comment.

SMILES	SIRT5 inh	ERAP1 HTS inh	CFTR F508del cor	DENV2 CPE	CASP6 VEID inh	miR-122 sensor	ERp5 inh
Cc1ccc(NC(=O)CN(c2cc(C)cc(C)c2)S(=O)(=O)c2c(C)noc2C)nc1	/	0.1	1.6	-1.6	2.6	0.5	0.7
Cc1ccc(-c2csc3nc(=O)c(C)nn23)cc1	-1.5	10.6	-2.7	2.0	5.7	/	-12.4
COc1ccc(NC(=S)N2CCC(c3nc4ccc(Cl)cc4[nH]3)CC2)c(OC)c1	-7.2	-0.8	-4.7	7.3	2.9	-8.1	-0.3
CN(C(=O)c1cccc(NC(=O)Cc2ccc(NC(=O)C3CCCN(C(=O)C4CC4)C3)cc2)c1)C1CCC1 (configuration not stated)	-0.6	-3.6	-0.3	-5.5	-0.5	0.4	1.8
CCN(CC)S(=O)(=O)c1cccc(-c2cn3cccnc3n2)c1	-16.4	2.9	-3.4	11.0	-5.0	/	1.0
O=C(NCCO)/C(=C\c1ccco1)NC(=O)c1ccco1	-2.7	0.0	-3.0	9.5	-0.1	/	-3.5
CCOC(=O)C1=CCN(S(=O)(=O)c2ccccc2Br)C1c1ccc(Br)cc1 (configuration not stated)	-2.2	-3.0	1.6	-11.5	-0.8	-3.0	-2.4
Cc1ccc(CNC(=O)C(=O)NCC2CCCN2S(=O)(=O)c2cccs2)cc1 (configuration not stated)	-2.8	-2.5	-1.0	6.3	-1.9	-4.9	-0.7
O=C(CSc1nc(CCC2CCCC2)nc2ccccc12)NCc1ccc2c(c1)OCO2	-1.5	-5.2	-0.2	-3.5	1.5	4.2	1.9
COc1ccccc1NC(=O)C[n+]1ccccc1	-2.4	-3.9	-1.2	6.5	1.4	/	-2.2
COCC(=O)N(C)C[C@H]1Oc2cc(-c3ccccc3F)ccc2S(=O)(=O)N([C@@H](C)CO)C[C@@H]1C	-2.3	-1.5	-0.5	-3.1	0.6	-40.9[16.7 µM]	-2.3
COc1cccc(-c2ccc3c(c2)[C@H]2[C@H](CCN2C(=O)C2CCCCC2)[C@@H](CO)N3)c1	1.1	-2.8	0.2	?	1.3	/	-0.9
C[C@@H]1CN([C@H](C)CO)C(=O)c2cc(NC(=O)c3ccncc3)ccc2O[C@H]1CN(C)C(=O)Nc1ccc(F)cc1	3.6	-0.5	-0.8	-7.1	1.8	-8.2[16.7 µM]	-0.3
Cc1ccc2nc(-c3ccncc3)cc(C(=O)Nc3ccc(OC(F)F)cc3)c2c1	2.0	-8.7	7.5	3.0	0.1	8.5	1.0
O=C1N[C@H](Cc2ccccc2)COCc2cn(nn2)CC[C@@H]1Cc1ccccc1	-1.3	2.1	/	-2.2	-1.9	/	-1.5
CC(OC(=O)c1ccc(-c2ccc([N+](=O)[O-])cc2)o1)C(=O)NC(N)=O (configuration not stated)	0.7	-5.1	2.7	-2.0	0.4	-2.5	3.2
CC(C)c1ccc(NC2CCCN(C(=O)CN3C(=O)CSC3=O)C2)cc1 (configuration not stated)	-0.5	1.8	-1.0	-2.9	-2.0	0.5	1.2
Cc1c2cnn(CC(=O)O)c(=O)c2c(C)n1Cc1ccccc1	-9.0	6.2	2.2	7.1	-0.9	0.9	3.3
COc1ccc(C(=O)c2c(-c3ccc(OC)cc3)oc3ccc(-c4ccc(OC)nc4)cc23)cc1	-0.2	3.1	3.5	8.2	0.2	-3.3	-0.1
O=C(CN1CCOc2ccccc21)NC1CC1	3.6	1.3	-0.6	-9.1	3.7	-2.7	3.4
CCCN1C[C@H](C)[C@H](OC)CN(C)C(=O)c2cc(NC(=O)c3ccno3)ccc2OC[C@@H]1C	3.2	1.3	-1.4	-7.0	1.9	/	-7.2
CNC[C@H]1Oc2c(N)cccc2C(=O)N([C@H](C)CO)C[C@H]1C	-5.7	-2.0	-4.9	10.2	-0.4	-4.2[16.7 µM]	2.1
Cc1cc(/C=C2/NC(=O)NC2=O)c(C)n1C	4.2	7.6	-4.7	/	2.2	/	-10.9
COc1ccc(S(=O)(=O)Nc2ccc3c(c2)C(=O)N([C@H](C)CO)C[C@@H](C)[C@@H](CN(C)S(=O)(=O)c2c(C)noc2C)OCCCC[C@H](C)O3)cc1	10.2	-1.0	1.6	-14.0	-1.7	1.3[16.7 µM]	2.9
COc1ccc(NC(=O)Cc2c(Cl)cccc2Cl)cn1	/	-1.0	0.0	/	2.9	/	-4.3

The results go on:
SMILES	SIRT5 inh	ERAP1 HTS inh	CFTR F508del cor	DENV2 CPE	CASP6 VEID inh	miR-122 sensor	ERp5 inh
Cc1ccc(/C=N/N2CCN(Cc3ccc(C)cc3)CC2)cc1	-5.2	-1.3	0.2	3.0	0.3	0.2	-2.4
COc1ccc(NC(=O)N(C)C[C@H]2OCCCC[C@@H](C)Oc3ccc(NS(=O)(=O)c4ccc(C)cc4)cc3C(=O)N([C@@H](C)CO)C[C@H]2C)cc1	4.5	2.5	1.8	-2.8	-1.4	-0.2[16.7 µM]	-2.4
CCCCC1(C)OC(=O)C(=Cc2ccc(-c3ccc(Cl)c(C(=O)O)c3)o2)C(=O)O1 (configuration not stated)	1.7	/	-0.4	0.2	12.4	/	5.1
Nc1nnnn1/N=C/c1cc([N+](=O)[O-])ccc1O	4.1	/	0.4	-4.8	0.5	-0.9	0.3
CCOC(=O)C(=CNc1ccc2c(c1)c1ccccc1n2CC)C(=O)OCC	-1.4	-3.4	-3.0	0.6	-0.9	/	-2.0
COC(=O)C(C)(C)NC(=O)c1cccs1	-3.9	-1.2	/	/	-0.6	-7.3	2.8
O=C(N[C@@H](Cc1ccccc1)c1nc2ccccc2[nH]1)c1ccc([N+](=O)[O-])cc1	0.2	0.8	-2.2	-2.2	1.5	/	-1.7
CCOC(=O)C1CCCN(c2oc(-c3ccc(F)cc3)nc2C#N)C1 (configuration not stated)	/	/	2.9	0.0	1.5	-0.6	8.5
CN(C)C(CNC(=O)CNC(=O)c1ccc2ccccc2c1)c1ccccc1 (configuration not stated)	3.4	-1.5	-1.6	4.9	-2.9	2.2	-0.8
C[n+]1cccc(C(=O)N/N=C/c2ccc3c(c2)OCO3)c1	10.6	45.6*	-1.3	0.8	-1.5	-0.5	3.8
C[C@H](CO)N1C[C@H](C)[C@@H](CN(C)C(=O)Nc2cccc3ccccc23)Oc2ccc(NC(=O)Nc3ccc(F)cc3)cc2CC1=O	2.6	-1.5	2.4	6.7	2.6	6.4[16.7 µM]	12.8
N#Cc1c(N(CCO)CCO)nc(N)c2c(N)nc3c(c12)CC(=O)N3CC1CCCO1 (configuration not stated)	/	-1.0	0.3	6.1	25.6	/	-0.6
COc1ccccc1-c1cnc(C(O)c2ccc(C)c(F)c2)[nH]1 (configuration not stated)	-3.1	2.8	0.9	0.5	2.4	-1.7	2.2
CN(C)CCNc1ncnc2c1ncn2[C@H]1CN(Cc2ccc(F)cc2)C[C@@H](CO)O1	/	-0.9	-4.4	-9.3	-6.8	-5.4	3.2
COc1cc(OC)cc(C(=O)NCC2CCN(C(=O)C(=O)c3cc4ccccc4o3)CC2)c1	/	-0.3	2.2	10.4	7.3	/	-8.2
COc1ccc(/C=C(/C(=O)N2CCCCC2C(=O)O)c2ccc(OC)c(OC)c2)cc1 (configuration not stated)	/	2.3	0.6	4.5	0.7	0.2	-1.2
Cn1ncc2c(Nc3cccc(Cl)c3)nc(Nc3cccc(Cl)c3)nc21	-5.0	3.8	-4.6	1.7	1.3	3.4	0.7
O=C(Nc1ccc2c(c1)C(=O)OC2)Nc1cccc2ccccc12	0.5	2.4	-2.6	13.3	-2.5	/	-3.4
O=C(NN=C1CCCCCC1)c1ccc(Cl)s1	-1.9	0.9	0.8	?	1.2	3.3	-10.3
CC(C)N1CC(=O)N2CSCC2C1=O (configuration not stated)	/	5.8	0.4	-2.2	0.4	/	1.5
O=C(CONS(=O)(=O)c1ccc(Cl)cc1)NCCNc1ncc(C(F)(F)F)cc1Cl	0.0	0.8	1.2	-3.8	4.9	/	-1.0
CC(C)CC#Cc1cnc2c(c1)C(=O)N([C@@H](C)CO)C[C@H](C)[C@H](CN(C)S(=O)(=O)c1cn(C)cn1)O2	-3.2	3.5	2.0	11.5	-3.8	-11.6[16.7 µM]	-5.5
NC(=O)c1ccsc1NC(=O)COC(=O)c1c(F)cccc1Cl	-0.7	-0.3	0.5	-9.6	2.4	/	0.8
O=C(c1cnn2c1NC(c1ccc(Br)cc1)CC2C(F)(F)F)N1CCN2CCCC2C1 (configuration not stated)	-0.1	0.2	2.0	-11.1	2.5	/	1.0
O=[N+]([O-])c1ccc(NC2CCN(Cc3ccccc3)CC2)c([N+](=O)[O-])c1	0.6	-1.9	/	-10.9	-2.3	-18.4	-0.6

A draw from above in order of SMILES length, falling:
SMILES	SIRT5 inh	ERAP1 HTS inh	CFTR F508del cor	DENV2 CPE	CASP6 VEID inh	miR-122 sensor	ERp5 inh
COc1cc(OC)cc(C(=O)NCC2CCN(C(=O)C(=O)c3cc4ccccc4o3)CC2)c1	/	-0.3	2.2	10.4	7.3	/	-8.2
O=C(CONS(=O)(=O)c1ccc(Cl)cc1)NCCNc1ncc(C(F)(F)F)cc1Cl	0.0	0.8	1.2	-3.8	4.9	/	-1.0
CCOC(=O)C(=CNc1ccc2c(c1)c1ccccc1n2CC)C(=O)OCC	-1.4	-3.4	-3.0	0.6	-0.9	/	-2.0
O=C(Nc1ccc2c(c1)C(=O)OC2)Nc1cccc2ccccc12	0.5	2.4	-2.6	13.3	-2.5	/	-3.4

(continued)
SMILES	SIRT5 inh	ERAP1 HTS inh	CFTR F508del cor	DENV2 CPE	CASP6 VEID inh	miR-122 sensor	ERp5 inh
CCC(C(=O)NC1CCCC1)N(Cc1ccc2c(c1)OCO2)C(=O)c1snc(C(N)=O)c1N (configuration not stated)	-1.1	-0.9	0.5	-4.8	-2.8	-11.8	2.0
C[C@@H]1CN([C@@H](C)CO)C(=O)CCCn2nncc2CO[C@@H]1CN(C)Cc1cccc2c1OCCCO2	-3.7	-1.3	1.0	-5.4	-6.1	1.4[16.7 µM]	1.5
COc1ccc(N2C(=NC(=O)C3CCCCC3)SC3CS(=O)(=O)CC32)cc1OC (configuration not stated)	-1.7	3.6	-0.2	-3.7	2.8	-4.4	-6.0
CCOC(=O)c1[nH]c(C)c(C(=O)OCc2ccc(C)cc2)c1C	-0.3	-4.5	-1.1	-1.2	-1.4	2.1	3.1
CC1=C(C(=O)N2CCOCC2)CC(CC(=O)NC2CC2)C(=O)N1CCC1=CCCCC1 (configuration not stated)	17.3*	/	-1.0	-1.3	0.1	3.5	-0.9
COc1ccc2c3c(n(C)c2c1)[C@@H](CO)N(C(=O)c1ccncc1)CC31CN(C)C1	/	-0.1	-1.9	3.4	/	/	-2.1
COc1ccc(-c2cc3nc(-c4ccccc4)cc(N4CCC5(CC4)OCCO5)n3n2)cc1	-5.8	4.9	-0.3	6.5	0.9	-13.5	0.2
CC(C)NC(=O)Nc1ccc2c(c1)C(=O)N([C@H](C)CO)C[C@H](C)[C@@H](CN(C)S(=O)(=O)c1cccs1)O2	/	-3.0	-4.1&-5.6	-15.6	4.8	2.1[16.7 µM]	3.8
Cc1cccc(Cn2nc(C)c(NC(=O)c3ccc(F)cc3)c2C)c1	3.0	0.3	-1.8	10.5	4.1	/	4.1
Cc1nn(-c2ccc(Cl)cc2)c(NC(=O)C(C)C)c(-c2ccccc2)c1=O	13.4	/	0.1	0.9	-1.5	/	-1.4
CCCOc1cccc(C(=O)N(Cc2ccccc2)C2CCS(=O)(=O)C2)c1 (configuration not stated)	/	-2.7	2.2	1.7	-1.5	-3.8	6.0
Cc1ccc(/C=N/NC(=O)c2nnn(-c3nonc3N)c2CSc2ccccc2)s1	-0.1	-1.7	-1.6	4.8	0.6	19.2	-1.4
N/C(=N\OC(=O)c1cccc(Cl)c1)c1ccncc1	-1.6	1.8	1.9	/	0.2	/	3.2
COC(C(=O)N/N=C(\C)CC(=O)Nc1ccc(Cl)cc1C)c1ccccc1 (configuration not stated)	-3.4	-2.4	2.7	/	-0.6	/	0.1
Cc1ccc(N2CC(C(=O)NCc3ccco3)CC2=O)cc1Cl (configuration not stated)	-0.5	1.1	-1.8	1.6	1.7	-5.5	3.0
